# Screening results: PubChem, several laboratories
# Autophagy mod = autophagy modulators in MEF cells, primary screen, imaging, high-content, MEF GFP-LC3 | 190,000 tested, 0.98% active | MEF GFP-LC3 puncta imaging; test concentration mostly 10 µM | AID 463193, 2010 | calls only at 10 µM (by protocol);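 active = percentage of spot-positive cells more than 3 SD above its plate mean, without a fluorescence outlier flag or 80% toxicity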;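 note: spot-positive cell cutoff set from DMSO-treated cells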
# PhoP inhibition = inhibitors of PhoP regulon expression, primary screen, Salmonella Typhimurium, GFP reporter (AID 1863); S. Typhimurium PhoP-regulated promoter GFP reporter, 4 h; higher % means a stronger effect; inhibition, % at 50 µM, or IC50 in µM where a hit was titrated; 300,000 tested, 0.16% active;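 active = inhibition over 29.93%, a cutoff 3 SD above the screen mean, later confirmed by dose response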;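 note: 0% = low Mg2+ inducing control and 100% = high Mg2+ repressing control; strong numbers were not always called active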
# MT stabilize HCS = microtubule stabilizers in HeLa cells, primary screen, imaging, high-content imaging. % tubulin-high responders, % at 10 µM. 200,000 tested, 0.83% active. HeLa tubulin immunostaining HCS, 24 h; share of cells brighter than vehicle mean+2SD;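 active = plate Z-score above 3 for both tubulin-high and condensed-nucleus cell shares, with cell loss under 80%, at 10 µM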;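 note: anti alpha tubulin signal scored within the nucleus-defined area of each cell; some results filed as inactive read as strong as hits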
# b-catenin transl = modulators of beta-catenin nuclear translocation, primary screen, imaging, HeLa cells, immunofluorescence, high-content. nuclear translocation activity, % at 5 µM. 190,000 tested, 0.3% active;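 active = nuclear translocation activity above 50% at 5 µM, with a well cell count of 50 or more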;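 note: per-cell ratio of nuclear to cytoplasmic median beta-catenin stain intensity; plate controls were DMSO negative control for no effect and GSK-3 inhibitor IX positive control for full effect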
#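 Test system: HeLa cells, endogenous beta-catenin; Compound: single 5 µM dose plus 0.02–20 µM confirmation series; Times: compound exposure 24 h at 37°C; Signal: fluorescence imaging of beta-catenin antibody stain plus DAPI; Read-out: % activation, nuclear-to-cytoplasmic median beta-catenin signal ratio per cell.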
# Insulin prom up = insulin promoter activators in MIN6 cells, imaging, high-content screening, mouse beta cells; 190,000 tested, 0.3% active; z-score at 5 µM; MIN6 insulin promoter-GFP reporter; stronger effect = higher value;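 active = z-score above 3 at 5 µM with at least 500 cells counted in the well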
# Dynein cargo inh = inhibitors of GR-EGFP nuclear translocation, primary screen, dynein cargo transport inhibitor project, imaging, high-content, 3617.4 mouse cells | test concentration mostly 20 µM; stimulated with dexamethasone, 1 µM; stronger effect = lower value | z-score, hits read low | 220,000 tested, 0.47% active;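 active = plate z-score of nuclear minus cytoplasmic receptor signal below a set negative limit, without overly bright fluorescence or cell loss, cut at about -3.5 in these data, passing the limit was not always enough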;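 note: z-score of nuclear minus cytoplasmic ring GR-EGFP intensity difference per well; some compounds called inactive have numbers as strong as hits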
#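 Buffer or medium – tet-free medium with charcoal-stripped serum · Signal – automated 10x imaging of fixed Hoechst-stained cells · Also added – dexamethasone agonist, 1.0 µM final, for 30 min · Incubation – induction 48 h, compound 1 h, agonist 30 min · Read-out – GR-EGFP nuclear translocation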
# CSM14.1 death rescue = rescue of cells from ER stress-induced death, primary screen, 384-well, CSM14.1, thapsigargin, ATP luminescence (AID 1222) | CSM14.1 thapsigargin-induced death rescue, ATP luminescence; higher % means a stronger effect | 190,000 tested, under 10 active | cellular ATP content (survival), % at 20 µM, or EC50 in µM where a hit was titrated;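 active = EC50 below 50 µM in the dose-response confirmation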;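 note: death triggered by thapsigargin at about 15 µM added after 2 h compound pretreatment; cell ATP read after overnight thapsigargin exposure of roughly 18 to 22 hours; normalized against plate controls of thapsigargin alone and 5% DMSO vehicle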
# Lipid droplet = inhibitors of hepatocyte lipid droplet formation, primary screen, imaging, high-throughput imaging, BODIPY stain; AML12 mouse hepatocytes, oleate lipid droplets; 240,000 tested, 0.4% active; AID 1656, 2009; inhibition, % at 6.5 µM;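 active = lipid droplet intensity inhibited by at least 50%, with more than 500 cells counted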
#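 Material – AML12 mouse liver cells · Also added – oleate loading, 100 µM · Compound dosing – 6.5 µM single-point dosing · Times – overnight treatment with compound plus oleate · Measured by – fluorescence imaging, 20x objective, two fields per well · Read-out – percent inhibition of filter-corrected integrated lipid droplet intensity per well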
# T cell HTS = modulators of CD8 T cell-vesicle binding, primary screen, mouse 2C CD8+ T cells, flow cytometry | calls only at 7 µM | 2C CD8+ T cell-vesicle binding; stronger effect = lower value | 330,000 tested, 0.068% active | AID 2052, 2009;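 active = response, share of CD8 T cells binding vesicles, and their 90th percentile fluorescence all below set limits, cut at about 80% in these data, passing the limit was not always enough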
#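 System: murine 2C transgenic CD8+ T lymphocytes; also added: QL9-loaded Drosophila micro-vesicles; times: binding 1.5 h at 37 °C; measured by: flow cytometry, PE anti-B7-1 (FL2) versus Alexa647 anti-CD8 (FL8), PFA-fixed; control set: Peptide-free naked vesicles (low) and QL9 vesicles with 0.7% DMSO vehicle (high)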
# Dynein cargo inh cytoplasmic EGFP = recorded beside Dynein cargo inh, whose call it bears; z-score; measured here: cytoplasmic GR-EGFP intensity; stronger effect = higher value
# Dynein cargo inh nuclear GR-EGFP = second read-out of Dynein cargo inh, no call of its own (marks repeat the call); z-score; measured here: nuclear GR-EGFP intensity;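 lower value marks the stronger effect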
# Dynein cargo inh cell count = recorded beside Dynein cargo inh, whose call it bears; z-score; measured here: cell count per field
# Insulin prom up cell count = recorded beside Insulin prom up, whose call it bears; cell count; measured here: cytotoxicity, nuclei count;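 total cells summed across four imaged fields per well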
# Lipid droplet cells 6.5 µM = recorded beside Lipid droplet, whose call it bears; cell count; measured here: cell count, cytotoxicity flag;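 cells counted across two imaged fields per well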
# b-catenin transl cell count 5 µM = recorded beside b-catenin transl, whose call it bears; cell count; measured here: cell count, cytotoxicity flag
# T cell HTS vesicle-bound % = further read-out of T cell HTS, marked with its call; double positive events, %; measured here: CD8+ vesicle-bound cell fraction;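 binding gate set so that unloaded-vesicle control wells show 10% double positive cells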
# MT stabilize HCS Hoechst-high % = also measured in MT stabilize HCS; calls as there; % Hoechst-high responders; measured here: nuclear condensation Hoechst responders;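 share of cells brighter than vehicle mean plus two SD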
# MT stabilize HCS cytotoxicity % = recorded beside MT stabilize HCS, whose call it bears; toxicity, %; measured here: cytotoxicity by cell density;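 0% = mean cell density of plate MIN control wells and 100% = no cells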
# Autophagy mod cell loss 18 h = recorded beside Autophagy mod, whose call it bears; toxicity, %; measured here: cell loss, nuclei count;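 cell loss after 18 h compound exposure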
# * marks the source's active call; other numbers are inactive results; i = inactive; / = not tested or not shown; + = active, no number.
SMILES,Autophagy mod,Autophagy mod cell loss 18 h,PhoP inhibition,MT stabilize HCS,MT stabilize HCS Hoechst-high %,MT stabilize HCS cytotoxicity %,b-catenin transl,b-catenin transl cell count 5 µM,Insulin prom up,Insulin prom up cell count,Dynein cargo inh,Dynein cargo inh cytoplasmic EGFP,Dynein cargo inh nuclear GR-EGFP,Dynein cargo inh cell count,CSM14.1 death rescue,Lipid droplet,Lipid droplet cells 6.5 µM,T cell HTS,T cell HTS vesicle-bound %
COC(=O)/C(C#N)=C/c1c[nH]c2ccccc12,i,23.6,3.7%,2.3,2.1,3.6,3.9,467,/,/,-0.0193,-0.286,0.115,0.167,-1.5%,-1.4,774,i,3.3
CC1=C(C(=O)OC(C)C)C(c2cccnc2)n2ncnc2N1 (stereo unspecified),i,10.7,2.2%,6.4,3.4,7.8,/,/,-0.05,869,-0.309,-0.125,0.028,0.678,0.6%,/,/,i,16.5
CN(C)CCCN1c2ccccc2CCc2ccc(Cl)cc21,i,-47.4,3.7%,3.1,3.3,13.2,/,/,/,/,0.846,-0.257,0.817,0.368,10.0%,-35.4,654,i,62.5
S=c1[nH]nc(-c2ccc(Br)cc2)n1-c1ccc2c(c1)OCCO2,/,/,-5.2%,/,/,/,-0.6,1366,0.87,969,1.89,-0.188,0.757,-1.7,/,2.5,671,i,37.8
O=C(CN1C(=O)COc2ccccc21)NCc1ccc(C(=O)O)cc1,i,3.8,1.8%,2.8,1.7,12.7,-7.7,901,1.79,1316,-0.085,-0.413,-0.267,0.00893,2.1%,/,/,i,30.1
COc1ccc(-c2nn3c(-c4ccccn4)nnc3s2)cc1OC,i,-21.4,-7.3%,5.8,1.7,11.8,-1.1,504,/,/,0.114,-0.118,0.381,-0.513,-2.4%,-0.5,727,i,42.9
CC(C)(CNC(=O)c1ccc(S(=O)(=O)N2CCCC2)cc1)N1CCOCC1,i,37.4,-0.7%,1.8,2.0,6.4,-1.7,991,0.21,1232,-1.19,-0.366,-0.869,0.307,0.8%,-0.1,677,i,57.5
COCCCNC(=O)Nc1ccc(Br)cc1Cl,i,-7.0,12.8%,2.5,1.8,2.0,/,/,0.53,1311,-0.711,-0.255,-0.355,0.763,-0.6%,-14.9,741,i,29.5
CC1CCCN(c2nc3c(c(=O)n(C)c(=O)n3C)n2Cc2ccccc2)C1 (stereo unspecified),/,/,/,/,/,/,-3.7,988,-1.36,1150,/,/,/,/,-2.3%,/,/,i,40.9
CCc1ccccc1NC1=NCC(=O)N1Cc1ccc(OC)cc1,i,6.5,1.2%,3.1,2.5,9.1,0.3,1180,0.49,1306,-0.815,-0.475,-0.643,1.13,-0.7%,/,/,i,63.7
CC(C)C1N=C2c3ccccc3N=C(SCC#N)N2C1=O (stereo unspecified),i,3.1,0.5%,2.8,3.2,13.6,-0.7,989,-0.32,1561,-0.0107,0.146,0.392,0.255,0.0%,/,/,i,23.0
COc1cc(C)c(S(=O)(=O)N2CCN(C)CC2)cc1C,i,-8.0,7.3%,2.3,2.1,5.4,-1.6,1232,-0.58,1218,-0.782,-0.221,-0.383,0.645,-2.6%,-17.7,734,i,39.5
O=C(Nc1ccc(F)cc1F)c1cc2nc3c(c(C(F)(F)F)n2n1)CCCC3,i,-5.8,0.7%,2.5,2.4,10.1,2.3,1135,-0.39,1418,-0.11,-0.211,-0.0261,0.467,-3.5%,-1.0,637,i,45.8
COc1ccc(OC)c(C2NC(=O)NC(C)=C2C(=O)Nc2ccc(C)cc2)c1 (stereo unspecified),i,-7.7,1.0%,1.8,2.1,2.9,0.9,1008,0.13,1073,-1.14,-0.225,-0.21,1.11,-0.1%,/,/,i,36.6
O=C(NCCc1ccccc1)c1ccccc1NC(=O)C1CCCCC1C(=O)O (stereo unspecified),i,13.7,3.6%,3.6,1.8,7.3,0.1,1496,-0.04,1534,-0.449,-0.283,-0.144,0.364,-0.7%,7.4,663,i,52.4
O=C(N/N=C/c1ccc(O)c2ncccc12)c1cccc(Br)c1,i,9.3,-1.5%,29.3,12.0,32.4,3.6,619,-5.07,1019,-0.471,-0.235,0.19,0.7,1.9%,-17.2,675,i,48.8
CSc1nsc(/C=C/Nc2ccc(F)cc2)c1C#N,i,-7.0,4.5%,6.0,2.4,3.6,-3.7,1174,-0.43,1272,0.177,1.2,0.308,-1.52,-1.9%,-15.0,699,i,56.6
CC(C(=O)Nc1sc2c(c1C(=O)NCc1ccco1)CCCC2)N1C(=O)c2ccccc2C1=O (stereo unspecified),i,-1.1,-11.1%,1.7,1.8,5.2,-4.6,1196,-1.21,941,2.5,-0.168,1.04,0.691,1.9%,0.3,735,i,34.1
O=C(c1ccc2c(c1)OCO2)N1CCN(c2ncccn2)CC1,i,1.1,-3.1%,3.2,3.4,4.0,-0.8,1038,-0.22,1464,-0.0682,-0.252,-0.155,0.044,0.0%,0.0,624,i,32.9
C1CN(CC23CC4CC(CC(C4)C2)C3)CCO1,i,-2.6,-3.2%,2.7,1.5,5.0,-2.0,559,1.05,1289,0.569,-0.247,0.13,0.136,-3.2%,-1.4,681,i,31.5
CCOc1ccc(NC(=O)C2CC(=O)N3CCCN=C3S2)cc1 (stereo unspecified),i,3.7,-1.0%,6.4,3.5,97.6,/,/,-0.26,1211,-0.37,-0.245,-0.264,1.1,-2.9%,6.3,729,i,19.6
Cc1ccc(S(=O)(=O)N2CCC(C(=O)NCc3cccnc3)CC2)cc1,i,1.9,-5.5%,2.8,2.2,10.8,-4.3,1410,1.54,1430,-0.75,-0.192,-1.16,1.36,-0.6%,/,/,i,42.7
COC(=O)c1ccccc1NC(=O)CSc1nc2ccccc2c(=O)[nH]1,i,-0.5,-9.4%,3.4,2.3,7.6,/,/,-0.19,1347,0.677,-0.0171,0.829,-1.65,-2.5%,-1.1,763,i,42.5
CC12C(=O)N(NC(=O)c3ccncc3)C(=O)C1C1C=CC2C1 (stereo unspecified),i,9.4,-1.9%,4.4,3.1,9.9,-3.3,1120,0.49,1564,-0.987,-0.297,-0.506,0.98,3.9%,-0.8,572,i,41.0
O=C(O)c1ccc(Cl)c(S(=O)(=O)Nc2ccc3[nH]c(=O)[nH]c3c2)c1,/,/,-10.6%,/,/,/,-0.9,1045,0.86,1422,0.19,-0.238,-0.0213,-0.0685,/,3.6,686,i,50.3

# Carrying on.
SMILES,Autophagy mod,Autophagy mod cell loss 18 h,PhoP inhibition,MT stabilize HCS,MT stabilize HCS Hoechst-high %,MT stabilize HCS cytotoxicity %,b-catenin transl,b-catenin transl cell count 5 µM,Insulin prom up,Insulin prom up cell count,Dynein cargo inh,Dynein cargo inh cytoplasmic EGFP,Dynein cargo inh nuclear GR-EGFP,Dynein cargo inh cell count,CSM14.1 death rescue,Lipid droplet,Lipid droplet cells 6.5 µM,T cell HTS,T cell HTS vesicle-bound %
CC1(C)Oc2ccc(C(=O)NN)cc2NC1=O,i,9.0,2.9%,2.1,0.7,2.5,-0.4,1049,-0.01,1186,0.838,-0.0538,0.0878,-0.0359,-0.1%,2.4,710,i,30.3
CCN(CC)C(=S)SCC(=O)c1c(C)[nH]c2ccccc12,i,-4.1,7.0%,7.4,1.6,0.5,0.0,933,0.27,1416,0.287,-0.217,-0.0085,0.188,-1.7%,21.5,653,i,29.1
O=C(O)CCCCCCCCCCCc1ccccc1,i,-7.2,-9.6%,4.2,2.7,10.9,-1.9,1166,0.18,1012,1.31,0.165,0.813,-1.38,0.4%,7.7,716,i,43.9
Cc1ccc(-n2c(=O)cc(NCc3cccnc3)[nH]c2=O)cc1,i,-0.3,-1.1%,6.3,3.9,4.0,-1.6,1467,1.13,1284,0.411,-0.269,0.0685,0.0101,-1.2%,/,/,i,21.7
COc1ccc(CNC(=O)CN2CCN(S(=O)(=O)c3cccs3)CC2)cc1OC,i,14.4,5.4%,3.5,4.1,8.2,1.9,939,0.24,1718,0.611,-0.207,-0.092,0.523,0.6%,-1.9,708,i,18.6
CN1CCN(c2ccc(NC(=O)c3cccc(OCc4ccccc4)c3)cc2)CC1,+,10.7*,0.8%,2.9,1.6,6.8,-0.7,1092,-0.38,1205,-1.05,-0.204,-0.686,-0.452,/,-3.1,692,i,25.2
Cc1cc(-c2csc(NC(=O)c3cc4ccccc4o3)n2)c(C)n1C,i,-0.2,-16.0%,4.9,0.9,4.5,-1.0,1115,/,/,3.37,1.49,3.62,-3.18,0.3%,-3.7,708,i,42.3
CCN(CC)C(=O)CN(C#N)c1nc(NC(C)C)nc(NC(C)C)n1,i,-17.9,-4.7%,3.8,3.1,8.5,-0.8,1360,-0.25,1433,-0.504,-0.0956,-0.112,0.512,-2.1%,/,/,i,27.9
